Compound activity from PubChem BioAssay.
UBC9 SUMO inh – blocks human SUMOylation mediated by UBC9; inhibition, % at 35 µM; AID 2006; HTRF SUMOylation assay, SAE1/SAE2 + UBC9, in vitro; P63279; actives 0.36% (n = 290,000); in the data active means inhibition above about 50%, passing the limit was not always enough; further: strong numbers were not always called active
IMP-1 inhibitor – inhibitors of Pseudomonas aeruginosa IMP-1 metallo-beta-lactamase; actives 0.45% (n = 290,000); purified IMP-1, nitrocefin hydrolysis, epi-absorbance fluorescence; inhibition, % at 5.6 µM; AID 1556;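 active means inhibition above the mean plus 3 SD of all compounds in the same screening run, cut at about 4.5% in these data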;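 further: 0% = IMP-1 with DMSO and 100% = DMSO wells lacking enzyme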
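Assay system: purified IMP-1; Quantity: IMP-1 0.2 nM before substrate addition; Medium: HEPES buffer pH 7.1 with ZnSO4 and Brij 35; Incubation: 15 min enzyme–compound preincubation, then 25 min nitrocefin reaction, 25 °C; Signal: fluorescence quenching readout, ex 480/em 530 nm; Controls: DMSO with and without IMP-1; Repeats: singlicate testing.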
IDE inh – inhibits human insulin-degrading enzyme in HEK cells. AID 434962. FAbetaB cleavage, fluorescence polarization. inhibition, % at 5.59 µM. actives 0.41% (n = 320,000);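 active means percent inhibition above the average of all tested compounds plus 3 SD, set per screening campaign, cut at about 16% in these data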;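 further: IDE supplied by intact live HEK cells; FP after avidin binding of uncleaved biotin substrate so inhibition keeps polarization high; 0% = DMSO wells and 100% = 60 µM reference IDE inhibitor Ii1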
Target sequence (P14735 whole entry, looked up): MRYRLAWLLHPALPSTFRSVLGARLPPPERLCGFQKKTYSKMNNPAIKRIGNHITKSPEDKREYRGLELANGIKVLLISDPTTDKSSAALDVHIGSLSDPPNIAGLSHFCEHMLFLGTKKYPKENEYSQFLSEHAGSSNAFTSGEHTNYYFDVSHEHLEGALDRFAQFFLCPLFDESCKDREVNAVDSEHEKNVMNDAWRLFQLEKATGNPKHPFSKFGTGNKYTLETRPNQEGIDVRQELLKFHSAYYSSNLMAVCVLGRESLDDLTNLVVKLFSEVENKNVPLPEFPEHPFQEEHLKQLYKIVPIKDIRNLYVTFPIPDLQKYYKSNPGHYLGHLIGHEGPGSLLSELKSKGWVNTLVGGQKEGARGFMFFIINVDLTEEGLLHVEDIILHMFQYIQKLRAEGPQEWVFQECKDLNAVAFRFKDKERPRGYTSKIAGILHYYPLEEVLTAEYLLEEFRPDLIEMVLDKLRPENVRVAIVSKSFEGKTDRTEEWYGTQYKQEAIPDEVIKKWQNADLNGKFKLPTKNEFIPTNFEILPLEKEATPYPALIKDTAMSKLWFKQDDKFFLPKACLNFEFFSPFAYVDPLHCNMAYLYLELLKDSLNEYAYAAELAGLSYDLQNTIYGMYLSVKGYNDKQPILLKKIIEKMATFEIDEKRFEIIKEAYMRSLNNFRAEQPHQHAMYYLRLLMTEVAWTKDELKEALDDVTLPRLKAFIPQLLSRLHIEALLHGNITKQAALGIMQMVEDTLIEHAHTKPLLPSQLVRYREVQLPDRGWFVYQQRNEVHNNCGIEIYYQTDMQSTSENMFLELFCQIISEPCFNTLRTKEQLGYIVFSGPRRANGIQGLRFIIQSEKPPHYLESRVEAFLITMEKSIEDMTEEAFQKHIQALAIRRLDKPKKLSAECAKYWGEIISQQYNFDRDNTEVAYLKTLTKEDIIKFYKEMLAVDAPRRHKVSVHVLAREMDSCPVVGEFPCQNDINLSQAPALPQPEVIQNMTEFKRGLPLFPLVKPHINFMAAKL
HCV NS3 hel inh – blocks Hepatitis C virus NS3 helicase unwinding. NS3 helicase DNA unwinding, Cy5 molecular beacon fluorescence. inhibition, % at 10.9 µM. actives 0.56% (n = 290,000). AID 1800;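 active means inhibition above the mean of all tested compounds plus 3 SD, set per campaign, cut at about 35% in these data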;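 further: 0% = DMSO wells and 100% = thioflavine S control wells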
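assay system = NS3 helicase fragment of HCV | buffer or medium = MOPS pH 6.5, MgCl2, DTT, Tween20, BSA | timing = 60 min unwinding reaction at 25 °C after ATP addition | signal = Cy5 beacon fluorescence read at start and 1 h | read-out basis = % inhibition of unwinding | control set = low DMSO, high thioflavine S at 110 µM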
IDE act – activators of human insulin-degrading enzyme in cells. HEK cells, FAbeta-B cleavage, fluorescence polarization; 0% vehicle, 100% cell-free pure enzyme wells. actives 0.073% (n = 340,000). AID 493087. activation, % at 5.96 µM;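 active means activation above the mean of all tested compounds plus 3 SD, set per screening campaign, cut at about 17% in these data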
CRFR2-BP antag – CRF-BP/CRF-R2 complex antagonism; HEK293 CRF-R2/CRF-BP, CRF-induced calcium fluorescence; inhibition, % at 11.8 µM; actives 0.59% (n = 350,000); AID 588475;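 active means inhibition of the ligand-induced calcium signal above about 50% at the single tested concentration, limit read from the data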
VIM-2 inhibitor – blocks Pseudomonas aeruginosa VIM-2 metallo-beta-lactamase; purified VIM-2, nitrocefin hydrolysis, epi-absorbance fluorescence; inhibition, % at 5.6 µM; actives 0.89% (n = 290,000); AID 1527;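 active means inhibition above the mean of all tested compounds plus 3 SD, cutoff set per screening run, cut at about 7.5% in these data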;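 further: red hydrolysis product quenches plate fluorescence so inhibitors raise well fluorescence; 0% = enzyme with DMSO and 100% = DMSO without enzyme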
GalR3 antagonist – blocks the human galanin receptor 3; actives 0.44% (n = 360,000); inhibition, % at 3 µM; HEK293 GalR3-CNG cAMP membrane potential fluorescence; galR3 body fused to GalR1 C-terminus; O60755; AID 651719;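 active means inhibition above the screen-wide average plus 3 SD, cut at about 13% in these data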;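 further: forskolin and galanin both at EC90 stimulate the cells; cAMP rise reported by CNG channel membrane potential dye signal; 0% = forskolin plus galanin with DMSO and 100% = forskolin alone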
pCIP destab – p/CIP protein destabilization. Q05BA5. actives 0.01% (n = 290,000). F442A p/CIP-EGFP cells, EGFP fluorescence, 16 h. decrease of EGFP signal, % at 10 µM;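 active means EGFP signal decrease of at least 30% at 10 µM or well 3 SD below plate mean, unless failing retest; inactive means the rest, including hits failing retest or dose response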; further: some compounds called inactive have numbers as strong as hits; many of its hits are not listed in these tables
Numbers without * were called inactive; . = no result given.

SMILES	UBC9 SUMO inh	IMP-1 inhibitor	IDE inh	HCV NS3 hel inh	IDE act	CRFR2-BP antag	VIM-2 inhibitor	GalR3 antagonist	pCIP destab
O=C1c2ccccc2C(=O)N1CCCCSc1nc2ccccc2c(=O)n1CCCN1CCOCC1	6.8	-3.4	-2.1	-34.0	4.2	-60.8	4.8	6.9	-12.0
Cc1ccc(/C=N/NC(=O)c2cccc(S(=O)(=O)Nc3cccc(Cl)c3)c2)o1	61.0*	-1.2	5.1	19.9	9.3	5.5	-4.5	-7.5	-3.6
CCC(OC(=O)c1cccs1)C(=O)NCc1ccco1 (stereo not given)	6.2	-5.5	0.6	0.7	7.3	6.5	-4.0	1.5	-26.8
CSCCC(NS(=O)(=O)c1ccc(Cl)cc1)C(=O)OCc1cccc(Cl)c1 (stereo not given)	-19.8	-3.7	2.4	-8.0	-6.2	-30.9	0.9	-4.9	0.5
O=C(C1CC(=O)N(c2ccc(F)cc2)C1)N1CCCCCC1 (stereo not given)	12.4	-1.9	-0.8	5.9	2.1	-7.1	-1.9	-7.6	-13.1
COCCSc1nnc(NC(=O)c2ccc(OC)c([N+](=O)[O-])c2)s1	6.8	-3.0	1.8	4.9	2.2	-0.3	-2.3	-5.2	10.4
CC1CCCC(NC(=O)COC(=O)c2ccc(Br)o2)C1C (stereo not given)	.	.	2.2	.	-0.7	-6.1	.	-5.8	.
Cc1ccc(NC(=O)C(C)SCc2ccccc2)cc1 (stereo not given)	-6.7	-4.2	1.3	0.6	0.9	7.1	-2.1	-9.0	-7.1
Cc1cc(C(=O)OCC(=O)N(C)c2ccccc2)c2ccccc2n1	.	.	5.3	.	4.2	-5.0	.	-7.1	.
CCn1c(O)c(/C=N/NC(=O)c2ccncc2)c(=O)n(CC)c1=S	-1.5	-3.3	.	5.5	-2.5	-11.2	-6.5	-2.6	-0.8
CCOC(=O)CNC(=O)OC1CCN2Cc3ccccc3N=C12 (stereo not given)	3.6	-1.3	1.9	8.6	0.4	-18.2	-1.2	-8.1	2.2
O=C(CCC(=O)NCCO)NCCO	6.4	-1.8	-6.1	7.8	-1.9	14.8	-1.2	-4.2	-6.3
O=C(CN1C(=O)c2cccc3cccc1c23)Nc1ccccc1C(=O)NCc1ccco1	.	-0.8	0.9	2.0	2.9	-43.6	1.9	-5.1	.
CCOc1cc(S(=O)(=O)NCCCN2CCOCC2)ccc1F	-7.8	-3.0	1.3	1.4	1.6	13.7	1.2	3.6	2.9
Cc1nnc2sc(-c3cccc4ccccc34)nn12	30.4	-2.8	3.8	13.3	8.5	15.9	6.0	-5.1	-5.9
CCOc1cc(/C=N/NC(=O)c2ccncc2)ccc1OS(C)(=O)=O	12.8	-1.4	1.9	-4.0	4.7	0.2	1.4	-9.8	4.1
COCCOC(=O)C1=C(C)NC(=O)NC1c1c(F)cccc1Cl (stereo not given)	14.6	-0.5	2.6	1.4	3.9	-9.4	1.8	1.0	-1.3
COC(=O)C1=C(C)N(c2ccc(Cl)cc2)/C(=C/c2cccs2)C1=O	17.9	-5.7	2.8	7.7	4.5	12.1	-0.9	-0.7	2.0
CCN(CC)CCNC(=O)c1cc2c(-c3ccc(Cl)cc3)nn(C)c2s1	31.1	-2.5	0.7	-73.3	3.1	-7.1	2.2	-0.7	2.8
CSc1nnc(-c2ccc(Cl)cc2Cl)o1	2.4	-1.5	0.6	-0.8	0.2	26.8	-2.0	1.8	-5.1
COc1cccc(CNCC(=O)Nc2ccc(N3CCOCC3)cc2)c1	-2.0	-0.4	-5.9	-16.0	1.0	1.3	-1.1	-1.9	3.9
C=CCOc1ccc(CNc2nccs2)cc1OC	25.7	-2.4	2.6	-3.4	0.8	17.2	-0.9	-5.9	7.5
CCS(=O)c1ccccc1C(=O)OCC(=O)Nc1ccc2ccccc2c1 (stereo not given)	.	.	5.8	.	-0.8	14.5	.	-6.3	.
O=C(N[C@@H](Cc1ccccc1)C(=O)NCc1ccc(F)cc1)C1CCNCC1	4.1	-3.9	1.8	-0.8	5.7	8.1	-2.3	0.1	-0.2
CCCCNC(=O)CCC(=O)NNc1nc2ccccc2c2nc(C)nn12	-14.9	-3.7	-1.9	11.1	3.9	-3.9	-1.3	-11.9	-22.7
CC(NC(=O)Cc1ccccc1F)c1ccc(F)cc1 (stereo not given)	5.5	-2.6	2.0	-1.0	9.0	12.9	0.7	-1.9	0.9
Cc1ccc(-c2nc(Nc3ccccc3)n[nH]2)cc1	16.5	0.4	5.8	-6.3	2.9	14.1	-2.7	-5.3	-6.4
COc1ccc(-n2c(-c3ccccc3)nc(=S)c3c2CCCC3)cc1	1.2	-1.9	2.8	-0.9	3.2	22.2	-0.8	-4.1	10.6
O=C(Nn1cnnc1)C(c1ccccc1)c1ccccc1	24.9	-4.5	-0.6	8.6	0.5	-23.0	-2.5	4.5	-12.6
COc1cccc(CNC(=O)CCC2CCCN(C(=O)c3cc(C4CC4)[nH]n3)C2)c1 (stereo not given)	4.9	-2.8	2.6	2.9	-2.0	-3.3	-2.4	-2.6	-16.5
COc1ccc(-c2cc(CCCC(=O)N3CCN(c4ccc(OC)cc4)CC3)no2)cc1	-2.2	-3.5	1.2	1.0	4.4	12.3	-4.2	.	-4.2
Cc1cc(Nc2ccc(C)c(Br)c2)n2nc(C)nc2n1	-13.1	-3.7	6.4	-4.1	-1.8	-6.9	13.8*	1.6	10.5
Nc1nc2nc(-c3ccc(F)cc3)cc(C(F)(F)F)n2n1	36.7	-2.1	3.6	1.9	4.1	8.5	0.6	-1.1	3.6
Cc1ccc(NC(=O)CN(C)C(=O)CSc2ccccc2F)cc1	.	.	-2.0	.	-2.9	0.5	.	-3.3	.
CCCC(C)c1nnc(NC(=O)COc2ccc3c(c2)OCO3)s1 (stereo not given)	16.9	2.0	-13.2	15.5	3.5	-10.5	1.3	-6.2	-7.7
COc1ccc(-n2c(SCC(=O)NNC(=O)c3ccccc3C)nnc2-c2ccncc2)cc1	9.6	-1.3	6.2	-0.8	5.9	14.1	-1.9	-6.6	-9.8
CC(C)CC1C(C#N)=C(N)OC2=C1C(=O)CC(c1ccccc1)C2 (stereo not given)	9.6	0.6	-1.8	14.8	4.4	0.9	1.3	-5.0	-4.5
CCN(C(=O)COC(=O)CSc1ccc(C)c(C)c1)C1CCS(=O)(=O)C1 (stereo not given)	14.2	-1.2	0.4	-7.8	-2.4	-6.4	-0.6	-1.7	-16.5
CCN(CC(=O)Nc1sc2c(c1C#N)CCCC2)CC(=O)NC1CCS(=O)(=O)C1 (stereo not given)	8.8	-0.4	0.8	-4.2	-3.1	-9.1	-1.4	4.0	-1.5
O=C(/C=C\c1ccco1)Nc1nc(-c2ccccc2)cs1	-15.3	-0.2	2.1	10.2	4.3	-4.6	0.4	-3.5	-1.3
O=C1c2cccc3c(Nc4ccccc4Cl)c([N+](=O)[O-])cc(c23)C(=O)N1CCO	36.6	-3.4	-4.6	-0.9	4.1	14.3	0.8	-3.5	-17.4
Cc1ccc(C(=O)NNC(=O)c2csc(N3CCOCC3)n2)s1	.	.	2.7	.	-3.1	-5.5	.	-0.9	.
Cc1cc(C)c(NS(=O)(=O)c2ccc3c(c2)NC(=O)CC(=O)N3)c(C)c1	7.7	-4.4	2.1	-0.2	-1.9	-7.4	-3.2	-3.8	-10.7
O=C(Cc1cccc2ccccc12)NNC(=O)c1cccs1	10.6	-1.4	1.3	-7.5	6.0	1.0	-1.2	-4.9	-21.3
COc1cc2c(-c3ccc4cc[nH]c4c3)c(-c3ccc(C#N)cc3)oc(=O)c2cc1OC	.	.	8.0	.	2.0	6.9	.	-8.5	.
O=[N+]([O-])/C=C1/CCCCCN1	-1.4	1.5	-0.5	9.6	-5.1	6.3	0.9	-4.0	1.4
COC(=O)/C=C(\C)N=Nc1c(O)[nH]c2ccccc12	-20.5	-0.9	-4.9	18.7	3.8	-12.9	0.8	-4.6	0.3
COC(=O)c1ccc(NC(=O)c2ccc(N(C)S(C)(=O)=O)cc2)cc1	-17.8	-0.9	9.2	4.9	-2.2	4.2	0.7	8.1	-4.3
COc1ccc(CNC(=O)CN(C(=O)c2snc(C(N)=O)c2N)c2ccccc2F)cc1	2.7	-5.4	10.0	14.4	3.7	-4.6	-2.6	5.5	-1.1
CCOC(=O)COn1c(=O)c(-c2ccc(Cl)cc2)[n+]([O-])c2ccccc21	-7.9	-2.7	.	-7.2	1.8	19.3	-1.7	-7.3	-0.7

Brought forward from above: 2 compounds, then new ones.
SMILES	UBC9 SUMO inh	IMP-1 inhibitor	IDE inh	HCV NS3 hel inh	IDE act	CRFR2-BP antag	VIM-2 inhibitor	GalR3 antagonist	pCIP destab
COc1ccc(CNC(=O)CN(C(=O)c2snc(C(N)=O)c2N)c2ccccc2F)cc1	2.7	-5.4	10.0	14.4	3.7	-4.6	-2.6	5.5	-1.1
CCOC(=O)COn1c(=O)c(-c2ccc(Cl)cc2)[n+]([O-])c2ccccc21	-7.9	-2.7	.	-7.2	1.8	19.3	-1.7	-7.3	-0.7
COc1ccc(C(=O)/C=C/c2ccc(OC)cc2OC)c(O)c1	-3.0	-1.7	10.3	0.6	4.1	18.5	-1.2	-5.1	9.8
CC(=O)Nc1ccc(C(=O)NNC(=O)C2C3CCCCC32)cc1 (stereo not given)	9.5	-1.4	-2.3	5.2	7.9	1.1	-0.4	-1.1	-17.1
COc1ccc(N2CCN(C(=O)C(=O)c3c(C)[nH]c4ccccc34)CC2)cc1	2.7	-1.7	4.3	-4.6	-0.7	-0.4	-3.7	0.3	-3.1
Cc1ccc(N=CNc2ccc(C)cc2C)c(C)c1	16.1	-4.7	-4.6	0.8	.	7.6	-2.3	-2.6	-10.9
Cc1cc(NC(=O)CCN2C(=O)/C(=C/c3ccccc3Cl)SC2=S)no1	16.2	-0.1	2.1	1.8	5.5	3.5	0.3	-1.9	-13.0
O=C(Nc1nc2ccccc2s1)c1ccccc1	-9.7	-0.5	4.0	-3.7	2.7	-16.8	-3.0	-6.2	7.2
CCOc1ccccc1NC(=O)N1CCN(S(C)(=O)=O)CC1	-1.6	-0.1	0.7	-10.1	-5.7	1.1	0.0	9.9	-3.2
COc1ccccc1NS(=O)(=O)c1ccc(C)c(C(=O)NCC2CCCO2)c1 (stereo not given)	14.7	-2.3	10.6	-5.0	-0.9	-2.4	0.7	2.6	-5.7
CC1CC(C)CN(C(=O)COC(=O)COc2ccccc2C#N)C1 (stereo not given)	.	.	1.9	.	3.8	4.9	.	-3.8	.
O=C(O)c1ccc(C2NCC(c3ccccc3Cl)c3c2[nH]c2ccccc32)cc1 (stereo not given)	6.9	-0.8	5.5	9.0	5.7	-1.9	-0.8	4.5	2.6
C=CCN1C(=O)C(O)(CC(=O)c2ccc(N)cc2)c2ccccc21 (stereo not given)	2.8	-0.8	-5.6	4.8	5.8	-18.8	-1.9	-4.7	-13.9
